Source: PubChem BioAssay
Autophagy HCS = autophagy modulators in MEF cells, primary screen, imaging, high-content, MEF GFP-LC3; MEF GFP-LC3 puncta imaging; test concentration mostly 10 µM; calls only at 10 µM (by protocol); 0.98% of 190,000 active; AID 463193, 2010;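 active = percentage of spot-positive cells more than 3 SD above its plate mean, without a fluorescence outlier flag or 80% toxicity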;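 also: spot-positive cell cutoff set from DMSO-treated cells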
Dynein transport = inhibitors of GR-EGFP nuclear translocation, primary screen, dynein cargo transport inhibitor project, imaging, high-content, 3617.4 mouse cells | test concentration mostly 20 µM; stimulated with dexamethasone, 1 µM; active compounds read low | 0.47% of 220,000 active | z-score, hits read low;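 active = plate z-score of nuclear minus cytoplasmic receptor signal below a set negative limit, without overly bright fluorescence or cell loss, cut at about -3.5 in these data, passing the limit was not always enough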;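 also: z-score of nuclear minus cytoplasmic ring GR-EGFP intensity difference per well; some compounds called inactive have numbers as strong as hits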
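Buffer or medium – tet-free medium with charcoal-stripped serum · Signal – automated 10x imaging of fixed Hoechst-stained cells · Also added – dexamethasone agonist, 1.0 µM final, for 30 min · Incubation – induction 48 h, compound 1 h, agonist 30 min · Read-out – GR-EGFP nuclear translocation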
bCat nuc transl = modulators of beta-catenin nuclear translocation, primary screen, imaging, HeLa cells, immunofluorescence, high-content; 0.3% of 190,000 active; nuclear translocation activity, % at 5 µM;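 active = nuclear translocation activity above 50% at 5 µM, with a well cell count of 50 or more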;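 also: per-cell ratio of nuclear to cytoplasmic median beta-catenin stain intensity; plate controls were DMSO negative control for no effect and GSK-3 inhibitor IX positive control for full effect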
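System: HeLa cells, endogenous beta-catenin; compound dosing: 5 µM primary single dose, 0.1% DMSO, 0.02–20 µM confirmation series; incubation: 24 h compound exposure at 37°C, 5% CO2; signal: beta-catenin immunofluorescence imaging with DAPI; evaluation: % activation, nuclear-to-cytoplasmic median beta-catenin signal ratio per cell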
WT yeast gro inh = growth inhibition of WT strain, primary screen, mitochondrial fusion inhibitor project, WT and mutant strains, chemical genetic | inhibition, % at 10 µM | 2.1% of 190,000 active | mitochondrial fusion phenotypic screen; in the data active = inhibition above about 58%; tested in S. cerevisiae
Yfh1-off respiration = enhancers of respiration in Yfh1-depleted yeast, dose response, Friedreich's ataxia, plus single-dose screen (AID 1465); S. cerevisiae Yfh1-off respiration, WST-1 reduction, 72 h; higher fold induction means a stronger effect; one-dose fold induction at 50 µM; EC50 in µM for titrated hits; 0.074% of 220,000 active;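 active = fold induction of absorbance versus untreated yeast above a set limit, then at least 30% activation at any dose in follow-up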;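 also: activators that raise dye reduction in frataxin-depleted yeast; strong numbers were not always called active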
PMI inhibition = human PMI inhibitors, high substrate, primary screen, biochemical, fluorescence intensity, high mannose 6-phosphate (AID 1220); Mannose-6-phosphate isomerase (Homo sapiens); recombinant PMI enzyme, coupled fluorescence intensity; higher % means a stronger effect; inhibition, % at 20 µM, or IC50 in µM where a hit was titrated; 0.66% of 190,000 active
Ins promoter up = insulin promoter activators in MIN6 cells, imaging, high-content screening, mouse beta cells. z-score at 5 µM. 0.3% of 190,000 active. AID 1625, 2009. MIN6 insulin promoter-GFP reporter; active compounds read high;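 active = z-score above 3 at 5 µM with at least 500 cells counted in the well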
PMI inhibitors = inhibitors of human PMI, primary screen, biochemical, fluorescence intensity, coupled assay (AID 1209) | Mannose-6-phosphate isomerase (Homo sapiens) | purified PMI enzyme, coupled fluorescence intensity; higher % means a stronger effect | inhibition, % at 20 µM; hits with a dose series show IC50 in µM | 0.42% of 190,000 active;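 also: plate controls were DMSO vehicle for no effect and wells lacking substrate for full effect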
MT stabilize HCS = microtubule stabilizers in HeLa cells, primary screen, imaging, high-content imaging. HeLa tubulin immunostaining HCS, 24 h; share of cells brighter than vehicle mean+2SD. % tubulin-high responders, % at 10 µM. 0.83% of 200,000 active;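 active = plate Z-score above 3 for both tubulin-high and condensed-nucleus cell shares, with cell loss under 80%, at 10 µM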;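 also: anti alpha tubulin signal scored within the nucleus-defined area of each cell; some results filed as inactive read as strong as hits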
WT yeast gro inh mutant strain = second read-out of WT yeast gro inh, no call of its own (marks repeat the call); inhibition, %; mitochondrial fusion phenotypic screen, mutant strain inhibition
Dynein transport cytoplasmic EGFP = further read-out of Dynein transport, marked with its call; z-score; measured here: cytoplasmic GR-EGFP intensity; active compounds read high
Dynein transport nuclear GR-EGFP = further read-out of Dynein transport, marked with its call; z-score; measured here: nuclear GR-EGFP intensity;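 lower value marks the stronger effect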
Dynein transport cell count = second read-out of Dynein transport, no call of its own (marks repeat the call); z-score; measured here: cell count per field
Ins promoter up cell count = further read-out of Ins promoter up, marked with its call; cell count; measured here: cytotoxicity, nuclei count;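 total cells summed across four imaged fields per well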
bCat nuc transl cell count 5 µM = second read-out of bCat nuc transl, no call of its own (marks repeat the call); cell count; measured here: cell count, cytotoxicity flag
MT stabilize HCS Hoechst-high % = recorded beside MT stabilize HCS, whose call it bears; % Hoechst-high responders; measured here: nuclear condensation Hoechst responders;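 share of cells brighter than vehicle mean plus two SD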
MT stabilize HCS cytotoxicity % = recorded beside MT stabilize HCS, whose call it bears; toxicity, %; measured here: cytotoxicity by cell density;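 0% = mean cell density of plate MIN control wells and 100% = no cells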
Autophagy HCS cell loss 18 h = second read-out of Autophagy HCS, no call of its own (marks repeat the call); toxicity, %; measured here: cell loss, nuclei count;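 cell loss after 18 h compound exposure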
* marks the source's active call; other numbers are inactive results; i = inactive; . = no result given; + = active, no number. Rule as the data show it, unless noted: active = inhibition above about 50%; inactive = the rest.

The opening 4 entries as a preview:
SMILES	Autophagy HCS	Autophagy HCS cell loss 18 h	Dynein transport	Dynein transport cytoplasmic EGFP	Dynein transport nuclear GR-EGFP	Dynein transport cell count	bCat nuc transl	bCat nuc transl cell count 5 µM	WT yeast gro inh	WT yeast gro inh mutant strain	Yfh1-off respiration	PMI inhibition	Ins promoter up	Ins promoter up cell count	PMI inhibitors	MT stabilize HCS	MT stabilize HCS Hoechst-high %	MT stabilize HCS cytotoxicity %
O=C(CNC(=O)c1ccccc1Cl)N/N=C/c1ccc([N+](=O)[O-])s1	i	14	1.3	-0.08	0.99	-0.88	-0.6	1178	-21	0	i	2%	-0.06	1334	5%	6.1	2.0	9.5
CCOC(=O)N1CCN(S(=O)(=O)c2ccc(OC)c(Cl)c2Cl)CC1	i	-5	-0.28	-0.064	-0.49	0.61	0.2	993	4	3	i	2%	1	1264	4%	3.2	1.8	4.0
COCCCNc1nc2ccccc2nc1NS(=O)(=O)c1ccc(C)cc1	.	.	-0.91	-0.26	-0.54	1.2	0.0	1360	.	.	i	.	-1.1	1105	.	.	.	.
CCOC(=O)N1CCN(C(=O)C2CCN(S(=O)(=O)c3cc(Cl)ccc3Cl)CC2)CC1	i	-4	0.12	-0.24	0.027	0.22	1.2	1118	18	3	i	6%	0.12	1276	9%	3.4	2.0	3.6

The whole of this part (from the top)
SMILES	Autophagy HCS	Autophagy HCS cell loss 18 h	Dynein transport	Dynein transport cytoplasmic EGFP	Dynein transport nuclear GR-EGFP	Dynein transport cell count	bCat nuc transl	bCat nuc transl cell count 5 µM	WT yeast gro inh	WT yeast gro inh mutant strain	Yfh1-off respiration	PMI inhibition	Ins promoter up	Ins promoter up cell count	PMI inhibitors	MT stabilize HCS	MT stabilize HCS Hoechst-high %	MT stabilize HCS cytotoxicity %
O=C(CNC(=O)c1ccccc1Cl)N/N=C/c1ccc([N+](=O)[O-])s1	i	14	1.3	-0.08	0.99	-0.88	-0.6	1178	-21	0	i	2%	-0.06	1334	5%	6.1	2.0	9.5
CCOC(=O)N1CCN(S(=O)(=O)c2ccc(OC)c(Cl)c2Cl)CC1	i	-5	-0.28	-0.064	-0.49	0.61	0.2	993	4	3	i	2%	1	1264	4%	3.2	1.8	4.0
COCCCNc1nc2ccccc2nc1NS(=O)(=O)c1ccc(C)cc1	.	.	-0.91	-0.26	-0.54	1.2	0.0	1360	.	.	i	.	-1.1	1105	.	.	.	.
CCOC(=O)N1CCN(C(=O)C2CCN(S(=O)(=O)c3cc(Cl)ccc3Cl)CC2)CC1	i	-4	0.12	-0.24	0.027	0.22	1.2	1118	18	3	i	6%	0.12	1276	9%	3.4	2.0	3.6
COc1ccc(C(=O)C2CCCN(C(=O)c3noc4c3CCCC4)C2)c(C)c1 (stereo unspecified)	i	26	0.64	-0.27	0.11	0.18	-1.7	1001	2	8	i	10%	0.69	1469	13%	2.9	2.0	3.8
COc1cc2c(cc1OC)CN(C(=S)Nc1ccccc1Cl)CC2	i	27	-0.34	-0.19	-0.15	0.34	-1.3	1117	7	14	i	-2%	-1.1	1230	0%	1.8	1.4	9.8
CCOc1ccc(NS(=O)(=O)c2ccc3c(c2)CCN3C(=O)CCC(=O)O)cc1	i	8	-0.37	-0.23	-0.36	0.55	-0.9	1256	4	6	i	6%	-0.31	1656	8%	4.8	1.7	3.5
COc1ccc(/C=C(\NC(=O)c2ccccc2)C(=O)OCC2CCCN3CCCCC23)cc1OC (stereo unspecified)	i	3	0.39	-0.25	-0.11	0.4	.	.	-7	-14	i	-10%	0.17	1180	-3%	2.9	1.8	7.4
Cc1cc(=O)n2nc(N3CCC(C(=O)N4CCN(C)CC4)CC3)sc2n1	i	14	-1.1	-0.21	0.075	1.1	1.1	1164	26	20	i	0%	-0.34	1254	6%	3.6	1.9	4.7
COc1ccccc1NC(=S)NC(=O)C(C)C	i	-11	2.7	-0.14	2.2	-1.8	-0.9	1414	48	3	i	-2%	0.32	1474	0%	2.8	1.4	3.6
CCOC(=O)N1CCC(N2CCCC(CO)(Cc3cccc(Cl)c3)C2)CC1 (stereo unspecified)	i	-21	-0.65	-0.33	-0.52	1.1	-1.5	1066	25	40	i	0%	0.01	1432	6%	3.5	1.5	1.4
Cc1ccc(S(=O)(=O)NCCC(c2ccccc2)c2ccco2)cc1 (stereo unspecified)	i	11	2.7	-0.24	0.98	-1.3	0.0	925	31	11	i	13%	-0.05	1272	22%	2.4	1.7	2.2
COc1ccc(-c2cc(C(=O)NN)n(-c3ccccc3)n2)cc1	i	-38	2.3	-0.14	1.4	-0.73	0.0	1102	2	-8	i	-5%	0.69	1536	6%	2.0	3.3	13
O=C(CN1CCCC1)NC1C2CC3CC(C2)CC1C3 (stereo unspecified)	i	-2	-0.54	-0.21	-0.99	-0.073	-0.9	1445	14	11	i	-1%	1.2	1611	4%	2.9	1.7	3.4
Cc1ccc(S(=O)(=O)NCCC(c2ccccc2)c2ccccc2)cc1C(=O)O	i	-2	0.47	-0.33	0.4	0.3	-0.2	1163	8	-5	i	-2%	0.11	1325	-9%	2.4	1.6	0.7
CN1C(=O)Cc2cc(S(=O)(=O)NCc3cccs3)ccc21	i	9	1.4	-0.049	1.1	-2.1	-2.2	996	-14	-12	i	7%	0.25	1445	4%	2.6	2.5	0.3
Cn1c2c(c(=O)n(C)c1=O)C(c1ccc(F)cc1)C(C#N)=C(N)O2 (stereo unspecified)	i	9	0.63	-0.25	0.24	-0.16	-2.5	1127	-8	0	i	-55%	-0.91	1319	-39%	2.8	2.3	4.3
COc1ccccc1C(=O)Nc1ccc(N2CCN(S(C)(=O)=O)CC2)cc1	i	6	-0.48	-0.23	-0.018	0.83	-0.5	1051	9	-1	i	20%	0.76	1630	22%	2.2	2.5	12
CCOc1ccccc1N1CC(O)=C(c2nc3ccccc3s2)C1=N	+	48*	-0.93	-0.15	-0.41	0.45	10	789	8	11	i	6%	-3.9	923	13%	28*	26*	58*
CCN(CC)S(=O)(=O)c1ccc(N2CCCC2)c(NC(=O)c2ccc(OC)cc2OC)c1	i	-5	-0.66	-0.23	-0.65	0.81	-1.1	954	-43	-6	i	-25%	0.01	1508	-46%	5.1	2.0	12
Cc1cccc(-c2n[nH]c([N+](=O)[O-])n2)c1	i	0	0.15	-0.19	0.71	0.31	-1.8	1418	4	3	i	-6%	0.76	1646	-4%	2.8	1.6	5.5
COc1ccccc1Oc1c(C)oc2cc(OC(=O)c3ccco3)ccc2c1=O	i	2	-1.1	-0.24	-0.36	0.75	.	.	13	-13	i	13%	1.3	1323	19%	2.4	1.9	20
C=CCn1c(SCC(=O)N(CC)CC)nc(O)cc1=O	i	11	0.35	-0.27	0.29	-0.37	-0.9	880	9	22	i	4%	0.77	1221	1%	2.9	2.6	7.4
COc1cc2c(cc1OC)C(C(=O)Nc1cc(OC)c(OC)c(OC)c1)C(c1cccnc1)N(C)C2=O (stereo unspecified)	i	-4	1.6	-0.26	0.45	-0.67	0.3	1081	-7	-32	i	4%	-0.12	1172	2%	1.9	2.7	0.4
Cc1ccc2cc(C#N)c(NCCNC(=S)NCCCN(C)C)nc2c1C	i	-15	3.6	1.1	2.3	-1.3	1.0	873	-1	12	i	-4%	.	.	-4%	1.8	1.6	6.1
O=C(CCN1CCOCC1)c1ccccc1	i	1	-0.15	-0.38	-0.34	0.63	.	.	20	21	i	-3%	.	.	-2%	0.8	1.4	8.1
Cc1ccc(OCC(=O)Nn2cnnc2)c(Br)c1	i	-11	0.61	-0.27	0.22	0.7	-2.0	1214	-9	1	i	-10%	0.47	1148	-6%	3.4	1.6	4.8
CCNc1nc(NC(C)C)nc(Oc2ccc(OCCOc3ccccc3)nn2)n1	i	-6	-0.39	-0.23	-0.024	0.85	-0.3	1432	6	-10	i	-4%	-0.95	1252	0%	2.3	2.4	14
Cn1cccc1/C=N/N1CCN(Cc2ccc(Cl)cc2)CC1	.	.	-0.71	-0.14	-0.2	0.57	-0.2	1267	.	.	i	.	-0.17	1022	.	.	.	.
CCc1nnc(NC(=O)CSc2nnc(COc3ccccc3)n2-c2ccc(C)cc2)s1	i	18	-0.35	-0.39	0.14	0.68	-1.6	893	-3	14	i	9%	0.59	1272	6%	2.9	1.9	8.3
COc1ccc(Cn2c(/C=C/c3ccccc3)nc3ccccc32)cc1	i	1	.	.	.	.	.	.	21	19	i	20%	.	.	20%	1.4	1.4	2.9
COc1ccc(NC(=O)OCCn2c([N+](=O)[O-])cnc2C)cc1	i	-1	0.032	-0.21	0.11	0.24	-1.3	1092	-16	11	i	6%	0.01	1495	5%	3.1	2.6	6.0
CC(NC(=O)CN(C)S(=O)(=O)c1cnc[nH]1)c1ccccc1 (stereo unspecified)	i	-27	-0.7	-0.32	-0.46	0.92	-0.3	1135	6	8	i	-7%	0.13	1168	-6%	2.7	2.2	1.7
Brc1ccccc1C1CC(c2ccccc2)=Nc2ccccc2N1 (stereo unspecified)	i	-1	-0.31	-0.034	-0.14	0.62	1.0	874	53	3	i	-6%	-0.1	1351	-21%	1.9	1.5	3.7
O=c1c2[nH]c3ccc(F)cc3c2ncn1C1CCCCC1	i	-20	-0.26	-0.17	-0.11	0.24	1.2	1193	6	0	i	0%	0.46	1033	-5%	2.1	2.0	12
